# RNase H inhibition = RNase H inhibition, HIV 1 Gag Pol polyprotein, FRET biochemical assay, screening (AID 372); HIV-1 RT RNase H, FRET RNA/DNA substrate fluorescence; higher % means a stronger effect; inhibition, % at 10 µM; hits with a dose series show IC50 in µM; 100,000 tested, 0.77% active; in the data active = inhibition above about 50%
# Numbers without * were called inactive.
Structure | RNase H inhibition
Cc1ccc(Nc2ccc([N+](=O)[O-])c3nonc23)cc1 | 14.0%
Cc1ccc(S(=O)(=O)N/N=C/c2ccc(C(=O)O)cc2)cc1 | 0.0%
COC(=O)C1=C(C(=O)OC)SC(=C2C(=S)C(C)(C)N(C(=O)c3ccc4ccccc4c3)c3ccccc32)S1 | 28.0%
C=CCOc1ccc(/C=C2/C(=O)NC(=O)N(c3ccc(C)cc3)C2=O)cc1OCC | 11.0%
O=[N+]([O-])c1ccccc1C1N(c2ccccc2)CCN1c1ccccc1 | 19.0%
COc1ccc(NC(=O)C2=C(C)NC(=O)NC2c2ccc(Br)cc2)cc1 (centres undefined) | 10.0%
Cc1ccc(-c2nc3ccccc3c(=O)n2CCCn2ccnc2)cc1 | 10.0%
COc1ccccc1OCCCOc1cccc(Cl)c1Cl | 30.0%
O=C(CSCC(=O)Nc1ccccc1-c1ccccc1)Nc1ccccc1 | 8.0%
CCOC(=O)C1=NN(C(=O)c2cccc(C)c2)C(O)(c2ccc(Cl)cc2)C1 (centres undefined) | 10.0%
COc1ccc(C2CC(=O)C3=C(C2)NC(C)=C(C(=O)OC2CCCCC2)C3c2cccc(OC)c2OC)cc1 (centres undefined) | 5.0%
O=C1C(=O)N(Cc2cccnc2)C(c2ccc(Br)cc2)/C1=C(\O)c1ccccc1 (centres undefined) | 1.0%
COc1ccc(NC(=O)c2ccc(OCC(C)C)cc2)cc1 | 13.0%
O=C(NC(=S)Nc1ccc([N+](=O)[O-])cc1O)c1ccc(Br)cc1 | 14.0%
Clc1ccc(N2CCN(c3ncnc4c3cnn4-c3ccccc3)CC2)cc1 | 16.0%
Cc1cccc(C(=O)Nc2nc3ccc(Br)cc3s2)c1 | 0.0%
COc1ccccc1N1CCN(S(=O)(=O)c2ccc(Br)cc2)CC1 | 3.0%
CC(C)c1ccc(/C=N/N=C2/NC(=O)C(Cc3ccccc3)S2)cc1 (centres undefined) | 17.0%
Nc1ccc2nc(SCC(=O)Nc3cccc(C(F)(F)F)c3)sc2c1 | 9.0%
CN(C)c1ccc(/C=N/NC(=O)Cn2c3ccccc3c(=O)c3ccccc32)cc1[N+](=O)[O-] | 22.0%
COc1cccc(/C=N/NC(=O)c2cc(C34CC5CC(CC(C5)C3)C4)[nH]n2)c1 | 29.0%
COC(=O)C1(S(=O)(=O)c2ccc(Br)cc2)CCCC1 | 12.0%
COc1cc(C2C3=C(CC(C)(C)CC3=O)OC3=C2C(=O)CC(C)(C)C3)ccc1OCc1ccccc1 | 35.0%
CC(C)CN(CC(C)C)S(=O)(=O)c1ccc(C(=O)OCC(=O)c2ccc(Cl)cc2)cc1 | 6.0%
C=C(C)C1CCC(C)=C1CC/C(C)=N/NC(N)=S (centres undefined) | 0.0%
C=CCn1c(SCC(=O)NCCCN2CCOCC2)nc2sc3c(c2c1=O)CCCC3 | 6.0%
CC(=O)c1ccc(NC(=O)c2ccc3c(c2)C(=O)N(c2ccc(C)c(C)c2)C3=O)cc1 | 27.0%
CC1=C(C(=O)OC2CCCCC2)C(c2cc3c(cc2[N+](=O)[O-])OCO3)C2=C(CC(C)(C)CC2=O)N1 (centres undefined) | 15.0%
Cc1ccc(C(=O)Nc2ccc(I)cc2)cc1[N+](=O)[O-] | 12.0%
CCc1ccc(-c2ncnn2-c2cccc(Cl)c2C)cc1 | 15.0%
O=C1/C(=C/c2ccncc2)SC(=S)N1C1CCS(=O)(=O)C1 (centres undefined) | 10.0%
CC1(C)CC(=O)C(C=NCC2CCN(C(=O)Nc3ccccc3)CC2)=C(O)C1 | 0.0%
CCCOc1ccc(N2C(=O)CC(N3CCN(c4ccccc4)CC3)C2=O)cc1 (centres undefined) | 12.0%
COc1ccccc1OCCCCOc1ccc([N+](=O)[O-])cc1Cl | 15.0%
Cc1ccccc1C(=O)N1CCN(Cc2ccccc2)CC1 | 6.0%
COc1cc2c(cc1NS(=O)(=O)c1ccc3ccccc3c1)oc1ccccc12 | 20.0%
CCN1C(=O)/C(=C\c2cc(Cl)ccc2OCc2ccc(F)cc2)SC1=S | 18.0%
O=C(Cc1ccccc1)Nc1cccc(-c2nc3cc(Cl)cc(Cl)c3o2)c1 | 25.0%
CCCC(C)NS(=O)(=O)c1cc(Cl)ccc1Cl (centres undefined) | 3.0%
CC(C)(C)C(=O)Nc1ccc(-c2nc3ccccc3o2)cc1 | 12.0%
COc1cccc(N2C(=O)/C(=C/c3c(OC)cc(OC)cc3OC)C(=O)NC2=S)c1 | 1.0%
C#CCOc1nc(OCC#C)nc(OCC#C)n1 | 15.0%
CCSc1nnc(NC(=O)CC(NC(=O)c2ccccc2)c2cccc(OC)c2)s1 (centres undefined) | 34.0%
O=C1C(=O)N(c2cccnc2)C(c2ccc(O)cc2)/C1=C(\O)c1ccc(Cl)cc1 (centres undefined) | 0.0%
COc1ccc(C2CC(=O)C3=C(C2)NC(C)=C(C(=O)OCCc2ccccc2)C3c2ccc(OCc3ccccc3)c(OC)c2)cc1 (centres undefined) | 19.0%
COc1ccc(NS(=O)(=O)c2ccc(NC(=S)NC(=O)C34CC5CC(CC(C5)C3)C4)cc2)nn1 | 17.0%
O=C(Nc1ccc2c(c1)OCCO2)c1cccc(Cl)c1Cl | 2.0%
COc1cc(C=O)cc(I)c1OCC(=O)O | 0.0%
COC(=O)c1cc(NC(=S)NC(=O)Cc2ccc(Cl)cc2)cc(C(=O)OC)c1 | 8.0%
Cc1ccc(-n2c(C)cc(/C=C(\C#N)C(=O)Nc3ccccc3)c2C)c(C)c1 | 19.0%
COC(=O)c1ccc(C(=O)OC)c(NC(=O)c2ccccc2OC)c1 | 4.0%
O=C(c1cc2nc(-c3ccc(Cl)cc3)cc(C(F)(F)F)n2n1)N1CCOCC1 | 0.0%
CC12c3ccccc3C(c3ccccc31)C1C(=O)N(c3cccc([N+](=O)[O-])c3)C(=O)C12 (centres undefined) | 6.0%
Cc1onc(-c2ccccc2)c1C(=O)Nc1ccccc1F | 8.0%
CCCCC(C(=O)Nc1ccc(F)cc1)N1C(=O)c2cc(Cl)c(Cl)cc2C1=O (centres undefined) | 22.0%
Cc1ccc(NC(=O)C(C)Sc2ccc(Cl)cc2)c(C)c1 (centres undefined) | 0.0%
CC1CCOC(c2cccc([N+](=O)[O-])c2)O1 (centres undefined) | 4.0%
COc1ccc(C2/C(=C(/O)c3ccccc3)C(=O)C(=O)N2c2cccc(OC)c2)cc1 (centres undefined) | 4.0%
C[n+]1ccn(CC(=O)c2ccccc2)c1 | 12.0%
O=c1[nH]c(=S)n(-c2ccc(Cl)c(Cl)c2)c(O)c1/C=C1\C=CC=N1 | 16.0%

# Ordered by count of non-hydrogen atoms (highest first): 3 of the compounds above
Structure | RNase H inhibition
O=C(Cc1ccccc1)Nc1cccc(-c2nc3cc(Cl)cc(Cl)c3o2)c1 | 25.0%
Cc1onc(-c2ccccc2)c1C(=O)Nc1ccccc1F | 8.0%
COc1cc(C=O)cc(I)c1OCC(=O)O | 0.0%

# Further entries follow:
Structure | RNase H inhibition
C=CCN1C(=O)C(=O)/C(=C(\O)c2ccccc2)C1c1ccccc1 (centres undefined) | 7.0%
O=C(COc1ccc(Br)cc1)Nc1ccc(NC(=O)c2cccc(Cl)c2)cc1 | 10.0%
C=CCc1ccc(OCCOCCOc2ccc(C(=O)c3ccccc3)cc2)c(OC)c1 | 1.0%
COc1ccccc1/C=C1\SC(=S)N(C(Cc2ccccc2)C(=O)O)C1=O (centres undefined) | 7.0%
Cc1ccc(OCCOCCN2CCOCC2)c(C)c1 | 2.0%
COC(=O)c1ccc(/C=C2/C(=O)NN(c3ccccc3)C2=O)cc1 | 15.0%
C=CCN1C(=O)/C(=C/c2ccc(OCCOc3cc(C)cc(C)c3)cc2)SC1=S | 8.0%
COC(=O)C1=C(C)NC2=C(C(=O)CC(c3ccc(OC)cc3)C2)C1c1cc(OC)c(OC)c(OC)c1 (centres undefined) | 12.0%
COc1ccccc1N=Cc1c(O)n(-c2ccccc2)c(=S)[nH]c1=O | 10.0%
Cc1ccc(NC(=O)Nc2cccc3ccccc23)cc1Cl | 13.0%
COc1ccc(Cl)cc1N(CC(=O)N(Cc1ccccc1)Cc1ccccc1)S(C)(=O)=O | 13.0%
Clc1ccc(-c2nc3ccc(N=Cc4ccco4)cc3[nH]2)c(Cl)c1 | 23.0%
Cc1ccc(N2C(=O)CC(NC3CCCC(C)C3C)C2=O)cc1 (centres undefined) | 5.0%
COc1cc(OC)cc(C(=O)Nc2ccc(NC(=O)c3cccs3)cc2)c1 | 14.0%
Cc1ccc(N(CC(=O)NN=C2CCCCCCC2)S(=O)(=O)c2ccccc2)cc1 | 1.0%
O=P(CCO)(c1ccccc1)c1ccccc1 | 4.0%
CCOC(=O)c1c(NC=O)sc2c1CCC/C2=N\O | 1.0%
COc1ccc(C)cc1NC(=O)CN(c1cccc(C)c1)S(=O)(=O)c1ccccc1 | 3.0%
COc1ccc(I)cc1S(=O)(=O)Oc1cccc2cccnc12 | 13.0%
COc1ccc(-c2nc3sc(C)c(C)c3c(=O)[nH]2)cc1C | 10.0%
CCN1C(=O)CC(NCCc2ccc(S(N)(=O)=O)cc2)C1=O (centres undefined) | 5.0%
c1cnc(N2CCN(Cc3c4ccccc4cc4ccccc34)CC2)nc1 | 6.0%
O=C(Nc1ccc(NC(=O)c2ccccc2[N+](=O)[O-])cc1)c1cccs1 | 5.0%
COc1cc(/C=C(\C#N)C(=O)NCC2CCCO2)ccc1O (centres undefined) | 2.0%
c1nc(N2CCOCC2)c2c3c(sc2n1)CCCC3 | 9.0%
CCOC(=O)/C(C#N)=C/c1ccc(-c2ccc(C)c([N+](=O)[O-])c2)o1 | 14.0%
O=C(O)CCCN1C(=O)/C(=C/c2ccccc2[N+](=O)[O-])SC1=S | 12.0%
CCOC(=O)C1=C(C)N=c2s/c(=C\c3ccc(Cl)cc3Cl)c(=O)n2C1c1ccc(Cl)cc1 (centres undefined) | 15.0%
COc1ccccc1NC(=O)Nc1ccccn1 | 18.0%
COc1ccc(C2CC(=O)C3=C(C2)NC(C)=C(C(=O)OCc2ccccc2)C3c2ccc(F)cc2)cc1 (centres undefined) | 13.0%
Cc1ccccc1/C=C1/C(=N)N2N=C(c3ccccc3)SC2=NC1=O | 6.0%
O=C(Nc1ccc(I)cc1Cl)C(c1ccccc1)c1ccccc1 | 20.0%
CCC(=O)N1c2ccccc2-c2nnc(SC)nc2OC1c1cc(OC)c(OC)cc1OC (centres undefined) | 6.0%
Cc1ccc(/C=C2/SC(=S)N(CCC(=O)Nc3c(C)n(C)n(-c4ccccc4)c3=O)C2=O)cc1 | 12.0%
CCCc1ccc(O)c(N=Cc2cc(Br)cc([N+](=O)[O-])c2O)c1 | 8.0%
Cc1ccc(NC(=O)CCC(=O)OCC(=O)c2ccc(Cl)c([N+](=O)[O-])c2)cc1 | 9.0%
CCCS(=O)(=O)c1c(S(=O)(=O)CCC)c2c(C)cc(C)cn2c1C(=O)c1ccc(OC)cc1 | 5.0%
COC(=O)c1c(NC(=O)c2cccc(OC)c2)sc(C)c1C | 15.0%
O=C(CCC1CCCCC1)Nc1ncc([N+](=O)[O-])s1 | 6.0%
O=C(CCN1C(=O)/C(=C/c2ccc3c(c2)OCO3)SC1=S)Nc1ccccc1Br | 13.0%
COc1cc(C(=O)N2c3ccccc3CC2C)cc(OC)c1OC (centres undefined) | 4.0%
CC(COCCc1nnc(NC(=O)c2ccccc2)s1)OCCc1nnc(NC(=O)c2ccccc2)s1 (centres undefined) | 16.0%
O=[N+]([O-])c1ccc(O)c(C=Nc2ccccc2I)c1 | 2.0%
Cc1cccc(-c2cc(C(=O)Nc3cccnc3)c3ccccc3n2)c1 | 14.0%
O=C(NCc1ccc(Cl)cc1)c1cnn2c(C(F)(F)F)cc(-c3ccco3)nc12 | 23.0%
COc1ccc(CCNS(=O)(=O)c2ccc([N+](=O)[O-])cc2)cc1OC | 5.0%
CCOC(=O)Cc1nnc(NC(=O)c2cccs2)s1 | 10.0%
O=C(CCc1ccccc1)Nc1ccc(F)c(F)c1 | 0.0%
O=C(Nc1ccccc1C(=O)N1CCN(Cc2ccccc2)CC1)c1ccco1 | 4.0%
Cc1ccc(C(=O)NC(=S)N2CCN(c3ccc([N+](=O)[O-])cc3)CC2)cc1C | 30.0%
COc1ccc(C(=O)N2CCN(C3C4CC5CC(C4)CC3C5)CC2)cc1OC (centres undefined) | 0.0%
C/C(=N\NC(=O)c1ccccc1Cl)c1cccs1 | 16.0%
Cc1cc(C=O)c(C)n1-c1ccc2ccccc2c1 | 14.0%
CCCOc1ccccc1/C=N/Nc1nncn1/N=C/c1ccccc1OCCC | 7.0%
CCOC(=O)c1sc2ncc([N+](=O)[O-])c(NC)c2c1N | 17.0%
COc1cc(NC(=O)c2ccc(Br)o2)c(OC)cc1Cl | 7.0%
COc1ccc(OCCOc2ccc(Cl)cc2Cl)cc1 | 3.0%
Cc1cc(C=C2C(=O)N(C)C(=S)N(C)C2=O)c(C)n1-c1ccccc1F | 25.0%
Cc1ccc(C)c(NC(=O)c2ccccc2F)c1 | 13.0%
S=C(c1ccc(-c2ccc(Cl)cc2Cl)o1)N1CCN(c2ccccc2)CC1 | 17.0%

# Structural class: the compounds so far containing a furan ring, fused or not (seven)
Structure | RNase H inhibition
COc1cc2c(cc1NS(=O)(=O)c1ccc3ccccc3c1)oc1ccccc12 | 20.0%
Clc1ccc(-c2nc3ccc(N=Cc4ccco4)cc3[nH]2)c(Cl)c1 | 23.0%
CCOC(=O)/C(C#N)=C/c1ccc(-c2ccc(C)c([N+](=O)[O-])c2)o1 | 14.0%
O=C(NCc1ccc(Cl)cc1)c1cnn2c(C(F)(F)F)cc(-c3ccco3)nc12 | 23.0%
O=C(Nc1ccccc1C(=O)N1CCN(Cc2ccccc2)CC1)c1ccco1 | 4.0%
COc1cc(NC(=O)c2ccc(Br)o2)c(OC)cc1Cl | 7.0%
S=C(c1ccc(-c2ccc(Cl)cc2Cl)o1)N1CCN(c2ccccc2)CC1 | 17.0%

# Following part
Structure | RNase H inhibition
O=C(/C(=C\c1ccc([N+](=O)[O-])cc1)n1cncn1)c1ccc(Cl)cc1Cl | 16.0%
CCC(CC)C(=O)NNC(=O)c1ccccc1C | 0.0%
CC1(C)CC(=O)C2=C(C1)Nc1ccccc1N(C(=O)C1CC1)C2c1ccc(F)cc1 (centres undefined) | 13.0%
COc1cccc(/C=N/NC(=O)CCc2ccccc2)c1 | 0.0%

# An excerpt; the hit share may differ from the screen's.
